TRPV1 agonist = agonists of human vanilloid receptor 1 (TRPV1); Q8NER1; activation, % at 8.33 µM; TRPV1-expressing cells, Fluo-8 calcium influx, agonist mode; 320,000 compounds, 0.19% hits; in the data active = activation above about 80%; inconclusive = between about 30% and that limit; note: 0% is about no effect
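TRPV1-expressing cells were cultured overnight at 35.5C and loaded with Fluo-8 calcium dye for 40 to 90 min at room temperature. After a 10 s baseline, compound was added and calcium influx was read kinetically for 3 min (ex 480/em 520 nm).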
ELG1 genotox = induces genotoxicity in HEK293T cells with luciferase-tagged ELG1. HEK293T ELG1-luciferase reporter, luminescence, 16 h. Potency, µM (doses to about 46 µM), inactives show top-dose activity change, positive = activation, actives largely listed as activators. 330,000 compounds, 1.3% hits; note: potency is the fitted concentration of half-maximal effect; % of control where 0% means no effect; nearly all actives have a fitted effect of over 60% in size
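Reporter readout depends on ELG1 protein level, which increases with genetic stress. After 16 hr compound exposure at 37 °C, luciferase activity was quantified using ONE-Glo.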
B2AR arrestin = agonists driving beta-arrestin recruitment to human beta2-adrenergic receptor. 330,000 compounds, 0.02% hits. P07550. Potency, µM (series often up to 46.1 µM), for inactives: at the top dose activation, most hits filed as activators. beta-arrestin recruitment to beta2AR, cell-based reporter. AID 492947;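 note: potency is the fitted concentration of half-maximal effect; 0% = DMSO controls and full agonism = EC100 isoproterenol or metaproterenol; nearly all actives have a fitted effect of over 65% in size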
Integrin act MD = activators of alpha7 integrin expression for muscular dystrophy. AID 624291. Potency, µM (series often up to 38.3 µM), inactives show at the highest dose activation, hits mostly activators. 350,000 compounds, 0.064% hits. alpha7betagal myoblasts, beta-gal FDG fluorescence, 48 h;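 note: potency is the fitted concentration of half-maximal effect; 100% = response of the positive control SU9516; nearly all actives have a fitted effect of over 60% in size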
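alpha7betagal+/- myoblasts (passage 13, 250/well) treated 48 h at 37C with compounds at 1:260 dilution of DMSO stock. Lysed, then beta-galactosidase activity read as FDG fluorescence (ex 480/em 540) after 30 min, with pre-read for autofluorescence.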
TSG101-PTAP inh = blocks PTAP/TSG101 interaction to inhibit HIV-1 budding | Q99816 | Fluorescence polarization, FITC-PTAP peptide / Tsg101 binding | Potency, µM (series often up to 115 µM), without a hit: at the highest dose activity change, negative = inhibition, hits mostly inhibitors | 340,000 tested, under 10 active | AID 493005; active = well fitted inhibition curve with a large enough effect in the main read-out, with a control signal flat, not every such curve was filed as active; inconclusive = small, poorly fitted or top-dose-only effect, or effect the other way, or a change in a side signal; inactive = no such curve, though single readings can be large or run the other way; note: potency is the fitted concentration of half-maximal effect; % of control where 0% means no effect
Target sequence (Q99816 whole entry, looked up): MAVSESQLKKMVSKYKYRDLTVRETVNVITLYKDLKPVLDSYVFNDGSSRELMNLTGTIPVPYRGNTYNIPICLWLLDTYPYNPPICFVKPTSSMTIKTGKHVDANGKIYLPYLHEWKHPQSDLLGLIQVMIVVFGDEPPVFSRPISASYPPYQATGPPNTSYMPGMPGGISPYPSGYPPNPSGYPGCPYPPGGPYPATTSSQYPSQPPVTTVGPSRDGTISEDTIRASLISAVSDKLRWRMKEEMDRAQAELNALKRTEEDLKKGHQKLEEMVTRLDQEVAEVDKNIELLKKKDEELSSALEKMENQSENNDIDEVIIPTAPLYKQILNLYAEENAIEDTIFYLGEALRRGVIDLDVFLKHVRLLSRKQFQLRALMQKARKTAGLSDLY
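FP read-out: FITC-PTAP peptide, 50 nM final, binding Tsg101 binding domain, 10 uM final; 20 min, r.t.; 10 mM HEPES pH 7.5, 0.15 M NaCl, 0.01% Tween 20, 3 mM EDTA, 0.1 mM TCEP.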
p53 reactivation = restores transcriptional activity of mutant p53; Potency, µM (doses to about 92.2 µM), for the others: top-dose activity change, positive = activation, usual class: activators; H1299 p53-A138V BP100-luciferase reporter, luminescence, 24 h; AID 504706; 320,000 compounds, 0.063% hits; note: potency is the fitted concentration of half-maximal effect; % of control where 0% means no effect; nearly all actives have a fitted effect of over 45% in size
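H1299 (p53-null), stable ts p53-A138V + BP100-Luc; 1000 cells/well, Opti-MEM/10% FBS; cpd 4 pt, 1:5; 24 h, 37 deg C, 5% CO2; detection reagent 10 min RT; luminescence.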
Eya2 inh = Eya2 (human) phosphatase inhibition; 330,000 compounds, 0.006% hits; Potency, µM (doses to about 76.9 µM), without a hit: at the highest dose activity, negative = inhibition, actives largely listed as inhibitors; O00167; recombinant Eya2, OMFP fluorescence dephosphorylation (OMFP is methylfluorescein phosphate); note: potency is the fitted concentration of half-maximal effect; % is set by controls: 0 for no effect and ±100 for the full control effect
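Eya2 protein (added as 0.2 uM solution) was preincubated with compound for 10 min at ambient temperature in 50 mM HEPES pH 7.5, 50 mM NaCl, 5 uM MgCl2, 0.05% BSA, 1 mM DTT. OMFP (added at 50 uM) then reacted 10 min; fluorescence read at 485/525 nm.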
S-ASM inh = blocks human secretory acid sphingomyelinase; P17405; placental ASM, HMU-PC fluorogenic substrate, 60 min; Potency, µM (top dose mostly 57.5 µM), for the others: at the top dose activity change, negative = inhibition, usual class: inhibitors; 340,000 compounds, 0.006% hits; AID 504937; note: potency is the fitted concentration of half-maximal effect
Target sequence (P17405 47-631 limits assumed): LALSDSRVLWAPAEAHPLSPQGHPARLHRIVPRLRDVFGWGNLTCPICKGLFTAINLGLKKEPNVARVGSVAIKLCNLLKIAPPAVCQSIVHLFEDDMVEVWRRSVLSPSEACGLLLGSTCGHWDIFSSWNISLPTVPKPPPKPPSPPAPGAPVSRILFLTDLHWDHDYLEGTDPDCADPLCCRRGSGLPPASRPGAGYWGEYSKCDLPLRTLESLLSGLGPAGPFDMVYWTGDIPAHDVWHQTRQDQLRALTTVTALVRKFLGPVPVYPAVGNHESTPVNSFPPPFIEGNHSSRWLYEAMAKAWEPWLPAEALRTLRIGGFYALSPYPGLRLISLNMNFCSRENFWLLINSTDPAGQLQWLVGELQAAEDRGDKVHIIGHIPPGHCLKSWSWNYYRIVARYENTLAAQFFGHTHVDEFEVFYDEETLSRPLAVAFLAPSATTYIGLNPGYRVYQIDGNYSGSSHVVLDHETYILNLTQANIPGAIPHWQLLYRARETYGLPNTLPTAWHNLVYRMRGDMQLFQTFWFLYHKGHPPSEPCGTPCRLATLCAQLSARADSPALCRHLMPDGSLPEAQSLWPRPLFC
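HMU-PC0 cleavage (9 uM final) by human placental ASM, 60 min at 37 °C following 10 min compound exposure at RT; stopped at pH 10, fluorescence Ex 386/Em 447 nm.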
USP2a inh = blocks human ubiquitin-specific protease USP2a; O75604; USP2 core, Ub-CHOP2 coupled fluorogenic reporter, 485/531; Potency, µM (doses to about 38.3 µM), for the others: top-dose activity change, negative = inhibition, usual class: inhibitors; 330,000 compounds, 0.01% hits; AID 463254;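 note: potency is the fitted concentration of half-maximal effect; plate controls were DMSO wells for no effect and full inhibition by NEM control for full effect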
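Cell-free coupled assay: 10nM USP2 core preincubated 30min RT with compound in Tris-HCl pH 8.0/CaCl2/CHAPS buffer, then 25nM Ub-CHOP2 and 25nM reporter substrate; fluorescence (Ex 485/Em 531) read after 60min RT, normalized to NEM inhibition, concentration-response curves fitted.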
BRCA1 expr up = BRCA1 expression activation. MCF7-BRCA1-FFLuc reporter, luminescence, 48 h; response scale: scaled: vehicle 0%, 10 µM genistein 100%. Potency, µM (highest dose often 46.1 µM), without a hit: at the top dose activation, most hits filed as activators. 380,000 compounds, 1.1% hits. AID 624202; note: potency is the fitted concentration of half-maximal effect; nearly all actives have a fitted effect of over 80% in size; some results filed as inactive show a strong effect at the top dose
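Activators of BRCA1 expression were detected as increased firefly luciferase luminescence in engineered MCF7 cells after 48 h compound incubation. Signals were scaled to genistein 10 microM as full activation.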
uPA surface inh = inhibitors of cell surface uPA generation. Potency, µM (top dose mostly 38.3 µM), for the others: at the highest dose activity change, negative = inhibition, actives largely listed as inhibitors. cell surface uPA generation assay, qHTS. 330,000 compounds, 0.31% hits. AID 540303; active = well fitted inhibition curve with a large enough effect; inconclusive = small, poorly fitted or top-dose-only effect; inactive = no such curve, though single readings can be large or run the other way; tested in mouse RAW 264.7 cells; note: potency is the fitted concentration of half-maximal effect; % is set by controls: 0 for no effect and ±100 for the full control effect; nearly all actives have a fitted effect of over 55% in size
An asterisk follows results filed as active; u = inconclusive; x = not tested or not shown; & = joins results of further samples; [ ] = another dose, or the depositor's remark. Unless noted, calls come from the whole dose curve; as a rule, active = well fitted curve in the direction sought with a large enough effect; inconclusive = small, poorly fitted or top-dose-only effect, or another doubt; inactive = no such curve, though single readings can be large; an effect the other way counts as inactive or inconclusive.

compound	USP2a inh	uPA surface inh	S-ASM inh	Integrin act MD	B2AR arrestin	ELG1 genotox	p53 reactivation	BRCA1 expr up	TSG101-PTAP inh	Eya2 inh	TRPV1 agonist
CCOC(=O)c1c(NC(=O)c2ccncc2)sc(C)c1C	0%	3%	-1%	-9%	0.3%	-5%	0%	-18%	-6%	3%	7
O=C(Cc1c[nH]c2ccccc12)N1CCc2ccccc21	-6%	-4%	-2%	-8%	-1.4%	u	29%	11µM*	-4%	8%	2
CCC(C(=O)NCCc1ccccc1)c1ccccc1 (configuration not stated)	1%	-2%	1%	36%	0.5%	-1%	x	2%	-4%	6%	14
Nc1ccn(CC(=O)N[C@H](CO)Cc2c[nH]c3ccccc23)c(=O)n1	2%	0%	5%	3%	0.3%	2%	0%	-8%	0%	-9%	-2
COCCn1c(N)c(C(=S)NC(=O)c2cccs2)c(=O)[nH]c1=O	2%	15%	4%	14%	0.1%	2%	10%	-38%	0%	0%	-4
COc1ccc(NC(=O)CSc2nnc(NC(=O)CN3CCOCC3)s2)cc1	0%	2%	5%	0%	0.2%	-1%	-2%	11%	-4%	3%	-1
CCCCCNC(=O)C1CC=CCC1C(=O)O (configuration not stated)	-1%	4%	0%	8%	-1.1%	1%	2%	14%	-1%	0%	-3
Cc1ccccc1Nc1nnc(SCc2cc(=O)n3ccsc3n2)s1	0%	x	-2%	-35%	-0.8%	-3%	-1%	2%	0%	7%	-1
CCn1c(Cc2ccccc2)nnc1SCC(=O)N1CCCCC1	-1%	-3%	-2%	-12%	-0.9%	-5%	4%	0%	-5%	1%	0
CC(C)=CCN1CCN(Cc2cccn2-c2nccs2)CC1CCO (configuration not stated)	2%	-3%	5%	0%	0.4%	-1%	0%	-33%	-2%	u	-6
Cc1cccc(NC(=O)c2sc3nc(-c4ccc(F)cc4)cn3c2C)n1	4%	1%	19%	21%	0.3%	4%	3%	6%	4%	0%	16
CCc1ccccc1NC(=O)c1cc(C2CC2)on1	-2%	3%	-1%	16%	-0.2%	8%	13%	11%	-2%	0%	x
Cc1c(N=Cc2ccc(-c3ccc(Cl)cc3)o2)c(=O)n(-c2ccccc2)n1C	-1%	10%	1%	-14%	0.1%	6%	2%	-6%	-5%	4%	1
CCN(Cc1ccccc1)S(=O)(=O)c1ccc(S(=O)(=O)N2CCN(CCC#N)CC2)cc1	5%	-2%	2%	-7%	-0.3%	5%	-2%	-16%	-2%	20%	3
O=C(COC(=O)c1ccc(S(=O)(=O)N2CCCC2)cc1)Nc1cccc(Br)c1	-2%	-10%	-5%	0%	0.0%	5%	-3%	27%	-3%	-4%	2
O=C(Cc1ccccc1)NCCS(=O)(=O)N1CCN(c2ccccc2)CC1	0%	-5%	1%	2%	-0.2%	-1%	-1%	6%	-1%	8%	2
Cc1occc1-c1nnc(SCC(=O)c2c(N)n(Cc3ccccc3)c(=O)n(C)c2=O)n1C	3%	0%	-2%	-20%	0.0%	5%	-1%	5%[1.84 µM]	-8%	-10%	3
CCCCNCC1C(Oc2ccc(Cl)cc2)C(=O)N1c1ccccc1C (configuration not stated)	0%	3%	3%	-38%	-0.9%	-3%	4%	-45%	-3%	-6%	-4
COc1cccc2cc(C(=O)N3CC(C)OC(C)C3)c(=O)oc12 (configuration not stated)	3%	13%	-3%	26%	0.4%	1%	4%	-18%	-2%	12%	8
CN(CP(=O)(O)CN(C)S(C)(=O)=O)S(C)(=O)=O	-5%	-5%	0%	19%	-0.2%	-5%	0%	14%	-2%	17%	1
CCCOc1ccc(Cc2c(Cl)nc(SC)nc2N(C)C)cc1	0%	-2%	-8%	-40%	-0.3%	5%	-1%	-18%	-1%	1%	11
Cc1ccc(-c2nnc3cccc(Cl)n23)cc1	2%	1%	3%	-8%	-0.1%	2%	1%	3%	-9%	-1%	-2
CCCC(=O)N(CCN(C(=O)CCC)c1ccccc1)c1ccccc1	-2%	x	-1%	-2%	-0.7%	-4%	-6%	-12%	-3%	7%	16
O=C(COc1cc([N+](=O)[O-])cc2cccnc12)NCCC1=CCCCC1	3%	2%	-4%	-11%	-0.5%	-9%	3%	-29%	-2%	-1%	3
CC(=O)N(c1ccccc1)c1nc(C)cc(C)c1C#N	4%	6%	4%	-2%	0.2%	1%	-12%	-8%	-4%	-8%	-2
CC(C)[C@@H](NC(=O)OC(C)(C)C)C(=O)NCC1CCC(C(=O)N[C@@H](Cc2ccccc2)C(=O)O)CC1 (some centres not stated)	-3%	-13%	-3%	0%	-0.9%	-1%	-1%	-26%	-1%	-8%	3
O=c1[nH]c2ccc(Cl)cc2c(-c2ccccc2)c1N1CCOCC1	-2%	-4%	10%	u	-1.1%	-35%[inhibitor]	4%	2%	-6%	-31%	-1
NC(=O)NC(CC(=O)NCCc1ccc(S(N)(=O)=O)cc1)c1ccc(Cl)cc1 (configuration not stated)	1%	4%	1%	-3%	-0.3%	-4%	-1%	14%	-2%	4%	-3
CC(C)N1C(=O)C2C(C(=O)NCc3ccccc3)C3C=CC2(O3)C1C(=O)NC(C)(C)C (configuration not stated)	1%	2%	1%	13%	0.2%	0%	-3%	3%	-4%	18%	1
COc1ccc(C(=O)/C=C/c2ccc(F)cc2)c(OC(=O)c2ccc([N+](=O)[O-])cc2)c1	-5%	-9%	-6%	-45%	-0.1%	u	0%	18%	-4%	1%	5
COc1ccccc1C(=O)Nc1ccnn1C1CCN(Cc2cnn(C)c2C)CC1	1%	3%	0%	0%	0.3%	6%	15%	-47%	-1%	0%	-9
N#CCCN(CC(=O)O)S(=O)(=O)c1ccccc1	-5%	6%	0%	19%	0.0%	1%	-10%	2%	-3%	-12%	1
Cc1ccc(-c2csc3nnc(SCC(=O)NCc4ccc5c(c4)OCO5)n23)cc1	0%	x	0%	-38%	-0.4%	-2%	5%	-27%	-13%	5%	4
CC(=O)c1nn(-c2cccc(Br)c2)cc1C(=O)c1ccco1	2%	1%	-2%	16%	-0.3%	0%	-18%	-31%	-4%	0%	u
COc1ccc(OCC(=O)N2N=C(C(F)F)CC2(O)C(F)F)cc1 (configuration not stated)	-1%	-5%	7%	13%	-1.0%	-2%	4%	1%	-9%	5%	9
COC(=O)c1ccc(COC(=O)CNS(=O)(=O)c2ccc(C)cc2)cc1	-10%	-7%	0%	-2%	7.9%	u	25%	93%	2%	-7%	1
CCN(CC)N=Nc1ccc(S(=O)(=O)Nc2nc(C)cc(C)n2)cc1	1%&-1%	-3%&-6%	8%&17%	-8%&1%	-0.5%&0.2%	0%&-7%	3%&-3%	-33%&-12%	0%&0%	-4%&-1%	-1&0
Cc1cc(-c2ccccc2)c2c3c(c(-c4ccccc4)n2n1)c(=O)n(C)c(=O)n3C	0%	-8%	0%	11%	-0.4%	1%	-3%	0%	u	-8%	2
O=S(=O)(c1ccc(=S)[nH]c1)N1CCCCCC1	2%	-8%	1%	12%	0.3%	4%	13%	10%	0%	-16%	-1
COc1ccc(N=Cc2c(O)n(-c3ccc(OC)cc3)c(=O)c3ccccc23)cc1	4%	-6%	317%[activator]	1%	0.0%	17%	-5%	22%	0%	3%	6
COc1ccc(C2c3c(C)nn(-c4ccccc4)c3NC(=O)N2c2ccccc2)cc1 (configuration not stated)	-2%	0%	-3%	26%	4.6%	3%	-11%	-9%	-2%	1%	10
Cc1cc(NC(=O)CSc2nnc3c(C)cc4cc5c(cc4n23)OCO5)no1	2%	x	x	x	-0.7%	2%	-3%	x	x	-5%	-2
CC(=O)/C(N=Nc1cc2c(c([N+](=O)[O-])c1C)C(C)(C)CC2(C)C)=C(\C)O	1%	3%	-30%	29%	-0.2%	-3%	7%	-30%	-1%	6%	u
Cc1c(C(=O)NC(c2ccccn2)C(F)(F)F)oc2c(F)cccc12 (configuration not stated)	0%	7%	1%	-6%	0.5%	3%	5%	-23%	-7%	2%	u
CC(C)(C)c1ccc(CS(=O)CC(O)CO)cc1 (configuration not stated)	1%	-8%	-2%	0%	0.0%	2%	5%	-2%	-1%	1%	2
CC1=NN(c2ccc(S(=O)(=O)O)cc2Cl)C(=O)C1	4%	x	2%	26%	-0.1%	2%	-3%	-3%	2%	0%	2

Screening data (PubChem)
